Screening data from PubChem BioAssay.
ERK EGF block: EGF-driven ERK pathway inhibition. Potency, µM (doses to about 11.5 µM), without a hit: at the highest dose activity change, negative = inhibition, most hits filed as inhibitors. HEK293-V1b, EGF-stimulated phospho-ERK AlphaScreen. AID 1454. 130,000 compounds, 0.41% hits; active = well fitted inhibition curve with a large enough effect; inconclusive = small, poorly fitted or top-dose-only effect, or effect the other way;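 also: plate controls were stimulated vehicle wells for no effect and unstimulated vehicle basal for full effect; nearly all actives have a fitted effect of over 55% in size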
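HEK293 cells stably expressing V1b receptor, serum-reduced (1% FBS) overnight, pretreated 30 min with compound, then stimulated 5 min with 25 nM EGF; phospho-ERK detected by AlphaScreen SureFire. AC50 from Hill fits, normalized to DMSO and EGF.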
The depositor's hits bear a star; ? = inconclusive; [ ] = dose if it differs, or a comment. Potency is read from the fitted curve at half-maximal effect. Only part of the results is shown; rates above refer to the full screens.

SMILES	ERK EGF block
Cc1ccc(C(=O)N2C3=C(CCCC3)C(=O)NC23CCCCC3)cc1	-10%
CC1(C)NC(C)(C)/C(=C\c2cccs2)C(=O)C1=O	6%
CC[N+](CC)(CC)C/C=C/CN1CCCCC1	-3%
CC1CC(NC2=NCCS2)CC(C)(C)C1 (stereo not drawn)	9%[57.5 µM]
CCc1ccc2[nH]c(O)c(N=NC3=NC(=O)CS3)c2c1	0%[57.5 µM]
C#CCOCCOCCOCCNc1nc(N2CCN(C(=O)C([C@@H](C)CC)n3cc(C(N)Cc4ccc(O)cc4)nn3)CC2)nc(N2CCN(C(=O)[C@H](CCC(=O)O)n3cc(C(N)CC(C)C)nn3)CC2)n1 (stereo partly drawn)	-5%[57.5 µM]
CCOC(=O)CSC1=N/C(=C\c2ccc(OC)c(OC)c2)C(=O)N1C	-8%
O=C(COC(=O)C1(c2cccc(F)c2)CCCC1)NCc1cccs1	-5%
COc1ccc(/C=N/NC(=O)Cc2n[nH]c(=O)[nH]c2=O)cc1	-5%[57.5 µM]
CC(C)NC(=O)CSc1nnc(-c2ccc(F)cc2)c2ccccc12	3%
CCOC(=O)/C(=C/C=C/c1ccccc1)NC(=O)c1ccccc1	-8%
C=C1CCN(Cc2ccccc2)S(=O)(=O)c2ccccc21	-7%[57.5 µM]
CCc1cccc2c(=O)c(C(=O)NCCCOC)c[nH]c12	30%
CCOC(=O)c1cc(NC(=O)c2ccc(C)cc2)c(=O)oc1C(F)(F)F	2%
CCn1cnc2sc(C(=O)Oc3cccc(C)c3)c(C)c2c1=O	-2%
CC(C)(C)c1ccc(C(CC(=O)O)NC(=O)Cc2ccc(F)cc2)cc1 (stereo not drawn)	9%
C/C(=N\Nc1ncc(Cl)cc1Cl)c1ccc(S(=O)(=O)NCc2ccco2)cc1	?
C/C=C/C(=O)OCC(=O)Nc1cc(-c2cc(C)c(C)cc2C)nn1-c1ccccc1	-13%
O=C1O/C(=C/c2ccccc2)N=C1c1ccccc1	-3%
CC(C)(C)NC(=O)CSc1nc2scc(-c3ccccc3)c2c(=O)[nH]1	0%
Cc1oc(-c2cc3c(cc2Cl)OCO3)nc1CN1CCCC(C(=O)N2CCOCC2)C1 (stereo not drawn)	-9%
N/C(=N\OC(=O)COc1ccc([N+](=O)[O-])cc1)c1ccncc1	6%
NNC(=O)CNC(c1ccccc1)c1cc(Br)ccc1NC(=O)c1cccc(Cl)c1 (stereo not drawn)	-11%
Nc1[nH]nc2c1NN(c1ccc(Cl)cc1Cl)N2	-2%
Cc1nn(Cc2ccccc2Cl)c(C)c1NC(=O)CSc1n[nH]c(C)c1[N+](=O)[O-]	-11%
O=C(CC1C(=O)NCCN1Cc1cccc(Oc2ccccc2)c1)NCCc1cnccn1 (stereo not drawn)	5%
O=C(Nc1ccc(S(=O)(=O)N2CCCC2)cc1)c1ccc(CN2CCc3ccccc3C2)cc1	4%
CC(C)OC(=O)[C@@H]1CC[C@H](C)[C@@H](CCC[C@@H]2CC=C[C@H](CC#N)O2)O1	-13%
COc1cc(OC)cc(C(=O)Oc2c(CN3CCOCC3)cc(Cl)c3cccnc23)c1	2%[57.5 µM]
Cc1cccc(CN2CCN(C(=O)CCc3nnc(C4CCCCC4)o3)CC2)c1	-2%
COc1ccc(-c2nc3ncccn3c2Nc2ccccc2)cc1	9%
Cc1nn(CCCC(=O)NCCc2ccccc2)c(C)c1[N+](=O)[O-]	-8%
Cc1ccc(NC(=O)NNC(=O)C2CCN(Cc3ccc(F)cc3Cl)CC2)cc1	22%
O=C(Nc1ccccc1)N[C@H]1C[C@H](C(=O)O)Nc2cc(Cl)cc(Cl)c21	-2%
O=C(Cn1cnc2ccccc21)N1CCN(S(=O)(=O)c2ccccc2)CC1	-6%
Nc1ccc(C(=O)N/N=C\C=C\c2cccc([N+](=O)[O-])c2)cc1	11%
O=C(O)CN1C(=O)C2C3CC(C2C1=O)C1C(c2ccccc2)c2sc(=O)[nH]c2SC31 (stereo not drawn)	-2%
O=C(CCCOc1ccc(Cl)cc1Cl)N1CCc2ccccc2C1	8%
COc1ccc(C2NC(=S)NC(C)=C2C(=O)Nc2ccccn2)cc1 (stereo not drawn)	-11%
Cc1ccc(CN2CCN(Cc3cnc(C)[nH]3)CC2CCO)cc1 (stereo not drawn)	2%
O=C(CC1NCCNC1=O)Nc1ccccc1 (stereo not drawn)	1%
COc1cc(OC)cc(C2=NC3(CCC(C)CC3)NC2=S)c1 (stereo not drawn)	-11%
Cc1ccc(N(Cc2ccc(C(=O)Nc3c(C)n(C)n(-c4ccccc4)c3=O)cc2)S(C)(=O)=O)cc1C	-6%
O=C(NCC1CCCO1)c1ccc(NS(=O)(=O)c2ccccc2)cc1 (stereo not drawn)	10%
O=C(c1cnccn1)N1CCC2(CC1)CCN(c1ccccn1)CC2	-13%
CC(NC(=O)COC(=O)[C@@H]1CCCN1S(=O)(=O)c1ccccc1F)C12CC3CC(CC(C3)C1)C2 (stereo partly drawn)	-1%
Cc1cccc(C)c1NC(=O)C1(NC(=O)C2CCC(=O)N2)CCCCC1 (stereo not drawn)	-1%
CN(c1ccccc1)S(=O)(=O)c1cccc(NC(=O)CSc2nncn2C)c1	-3%
CCOC(=O)c1c(NC(=S)Nc2ccccc2C)sc2c1CCC2	2%
Cc1ccc(S(=O)(=O)NCC(=O)OCc2ccccc2Br)cc1	-7%
Cc1ccccc1NC(=O)CS(=O)(=O)c1cn(CC(=O)N2CCOCC2)c2ccccc12	4%
COc1ccccc1NS(=O)(=O)c1cc(NC(=O)c2ccc(Cl)nc2)ccc1Cl	?
Cc1ccc(NC(=O)c2cnc(N3CCN(c4ccccn4)CC3)c3ccccc23)c(Br)c1	?
COCCN1C(=O)c2cc(C(=O)Nc3ccc(C)c(F)c3)ccc2C1Nc1ccc(C)c(F)c1 (stereo not drawn)	8%
CC(C)N(C(=O)COC(=O)[C@@H]1CC(O)CN1S(=O)(=O)c1ccccc1[N+](=O)[O-])C(C)C (stereo partly drawn)	10%
CCc1ccc(N2C(=O)CC(N(CC3CCCO3)C(=O)/C=C/C(=O)O)C2=O)cc1 (stereo not drawn)	-6%
CCCn1c(CNS(=O)(=O)c2ccc(C)cc2)nc2ccccc21	1%
Cc1cc(NC(=O)Cn2ccsc2=N)c([N+](=O)[O-])cc1C	4%
CCOC(=O)CNC(=O)C1COc2ccccc2O1 (stereo not drawn)	-10%[57.5 µM]
COc1ccc(NC(=S)N(CCc2c(C)[nH]c3ccccc23)Cc2ccco2)cc1	3%

Later entries.
SMILES	ERK EGF block
O=C(OCC(=O)c1cccs1)c1ccc([N+](=O)[O-])o1	-5%
Cc1cc(Cl)n2c(nc3ccccc32)c1C#N	-6%
COc1cc(C(=O)NNC(=O)c2ccc(NC(=O)C(C)(C)C)cc2)cc(OC)c1OC	-4%
COc1ccc(-c2cc(C(=O)OCC(=O)Nc3ccc4c(c3)OCO4)c3ccccc3n2)cc1	-11%
CCc1ccccc1OCC(=O)OCC(=O)c1c(N)n(C)c(=O)n(C)c1=O	-1%
CCCCc1nc(SCCN2CCOCC2)c2c(=O)n(C)c(=O)n(C)c2n1	9%
O=C(Nc1c(Cl)ccc2nsnc12)c1cccnc1	2%
O=C(COC(=O)Cc1c(Cl)cccc1Cl)NCCC1=CCCCC1	2%
N#C/C(=C\c1cccs1)C(=O)c1ccccc1	-6%[57.5 µM]
C/C(CC(=O)NCCN1CCOCC1)=N\NC(=O)c1ccncc1	6%[57.5 µM]
CC(=O)OCC(=O)Nc1c(C)cccc1C	-2%
O=C1N/C(=N/N=C/c2ccc(F)cc2)SC1c1ccccc1 (stereo not drawn)	10%[57.5 µM]
CCOC(=O)c1sc2nc(C)nc(N3CCN(c4ncccn4)CC3)c2c1C	-1%
CN(C(=O)COC(=O)c1cc(S(=O)(=O)N2CCCCC2)ccc1N1CCOCC1)C1CCS(=O)(=O)C1 (stereo not drawn)	-5%[57.5 µM]
CCOC(=O)Cn1nc(C(F)F)c(Br)c1C	4%
COc1ccc(/C=N/NC(=O)c2cccnc2)cc1CN1CCCc2ccccc21	-6%
COc1ccc(-c2cc(N3C(=O)Nc4ccccc4N3O)n[nH]2)cc1	-3%
C=C(C)C1Cc2c(ccc(C(=O)O)c2O)O1 (stereo not drawn)	-7%
CCN(CC)S(=O)(=O)c1cc(F)ccc1OC	-6%
COc1cc(NC(=O)c2cccc(Cl)c2)c(OC)cc1NC(=O)CN1CCCCC1	-2%
COc1cc(/C=N/n2nnnc2N)ccc1OCc1c(C)no[n+]1[O-]	-3%
CCOC(=O)N1CCC(Nc2c(NCCCN3CCN(C4CCCCC4)CC3)c(=O)c2=O)CC1	1%
O=C(c1cnn2c(C(F)F)cc(-c3ccccc3)nc12)N1CCOCC1	-3%
Cc1ccccc1Nc1c(-c2ccccc2)nc2ncccn12	-3%[57.5 µM]
CCn1cc(C(=O)O)c(=O)c2cc(F)c(N3CCN(C)CC3)cc21	-4%
CC(=O)C1=C(C)NC(=O)CC1c1ccc(F)cc1 (stereo not drawn)	-3%
Cc1cc2ccccc2nc1Br	-1%
CCN(CC)c1ccc(/C=N/NC(=O)c2ccc3nc[nH]c3c2)c(O)c1	4%[57.5 µM]
COc1ccc(NCC(=O)N/N=C/C=C/c2ccccc2[N+](=O)[O-])cc1	1%
COc1ccc(C(=O)COc2ccccc2C(=O)Nc2ccccc2)cc1	3%
Cc1cccc(C)c1OCc1nc2ccccc2c(=O)n1/N=C/c1ccc(OCC(=O)O)cc1	28%
COc1cc(/C=C2/C(=N)N3C(c4ccccc4)=CSC3=NC2=O)ccc1OCC(=O)O	-11%[57.5 µM]
CC(=O)NN=C1CCC(c2ccccc2)CC1 (stereo not drawn)	5%
O=C(COc1ncnc2ccccc12)Nc1cc([N+](=O)[O-])ccc1Cl	-2%
Brc1ccc(-c2csc(/N=C/N3CCCC3)n2)cc1	2%
Nc1nc(N)c(N=Nc2ccc(S(N)(=O)=O)cc2)c(=O)[nH]1	6%[57.5 µM]
CCc1ccc(N(C2C=CS(=O)(=O)C2)S(=O)(=O)c2ccc(C)cc2)cc1 (stereo not drawn)	-8%[57.5 µM]
COc1cc(OC)cc(C(=O)NC2CCN(Cc3nnnn3Cc3ccc(F)cc3)CC2)c1	-5%
Cc1ccc2c(c1)CCCN2C(=O)NC1CCCCC1	-1%
CNC(C)c1ccc(S(N)(=O)=O)cc1 (stereo not drawn)	-8%
Cc1cc(C)nc(N/N=C/c2cc(C)n(CC(F)(F)F)c2C)n1	-4%
O=c1[nH]c2ccc(NS(=O)(=O)c3ccc([N+](=O)[O-])cc3)cc2[nH]1	-7%[57.5 µM]
COc1ccc(CCNC(=O)/C(=C/c2cccnc2)NC(=O)c2ccccc2)cc1	-7%
Cc1ccc(NCc2n[nH]c(=S)n2Cc2ccccc2)cc1Cl	-3%
CCn1c(COc2ccccc2Cl)nnc1SCC(=O)Nc1ncccc1C	2%
C=CCNC(=S)NNc1nc2c(c(=O)[nH]1)C1(CCCC1)Cc1ccccc1-2	-7%
O=C(Nc1ccc(C(=O)NN2C(=O)c3ccccc3C2=O)cc1)c1ccccc1	-3%[57.5 µM]
CCCC(=O)Nc1nnc(SCC(=O)Nc2ccc3c(c2)OCO3)s1	5%
Cc1c(Cl)cccc1Nc1nc(N)nc(CSCCO)n1	-1%
COc1ccc(C(=O)NC(=S)Nc2ccc(S(N)(=O)=O)cc2)cc1	1%
CCCCN(C)C1CCN(C(=S)Nc2ccc(OCC)cc2)CC1	-8%
CC(C)C(Nc1ccc(C(F)(F)F)cc1[N+](=O)[O-])C(=O)O (stereo not drawn)	1%
COC(=O)c1c(C)oc(C)c1S(=O)(=O)NCc1ccco1	6%[57.5 µM]
CCCOC(=O)C1=C(C)OC23OC(N)=C(C#N)C12C(=O)c1ccccc13 (stereo not drawn)	15%
O=C(NC1CCCC1)C(c1ccncc1)N(Cc1ccccc1)C(=O)c1ccc(-c2ccccc2)[nH]1 (stereo not drawn)	-1%
N#Cc1c(-c2ccc(Cl)cc2)ccnc1N1CCOCC1	-4%
Cc1cc(C)c(NC(=S)N(CCN2CCCCC2)Cc2ccco2)c(C)c1	1%

Rewritten in CSV form: entries from further up.
smiles,ERK EGF block
Cc1ccc(NCc2n[nH]c(=S)n2Cc2ccccc2)cc1Cl,-3%
CCn1c(COc2ccccc2Cl)nnc1SCC(=O)Nc1ncccc1C,2%
C=CCNC(=S)NNc1nc2c(c(=O)[nH]1)C1(CCCC1)Cc1ccccc1-2,-7%
O=C(Nc1ccc(C(=O)NN2C(=O)c3ccccc3C2=O)cc1)c1ccccc1,-3%[57.5 µM]
CCCC(=O)Nc1nnc(SCC(=O)Nc2ccc3c(c2)OCO3)s1,5%
Cc1c(Cl)cccc1Nc1nc(N)nc(CSCCO)n1,-1%
COc1ccc(C(=O)NC(=S)Nc2ccc(S(N)(=O)=O)cc2)cc1,1%
CCCCN(C)C1CCN(C(=S)Nc2ccc(OCC)cc2)CC1,-8%
CC(C)C(Nc1ccc(C(F)(F)F)cc1[N+](=O)[O-])C(=O)O (stereo not drawn),1%
COC(=O)c1c(C)oc(C)c1S(=O)(=O)NCc1ccco1,6%[57.5 µM]
CCCOC(=O)C1=C(C)OC23OC(N)=C(C#N)C12C(=O)c1ccccc13 (stereo not drawn),15%
O=C(NC1CCCC1)C(c1ccncc1)N(Cc1ccccc1)C(=O)c1ccc(-c2ccccc2)[nH]1 (stereo not drawn),-1%
N#Cc1c(-c2ccc(Cl)cc2)ccnc1N1CCOCC1,-4%
Cc1cc(C)c(NC(=S)N(CCN2CCCCC2)Cc2ccco2)c(C)c1,1%
